Compound activity as filed in PubChem BioAssay.
TcdB GH inh = inhibitors of Clostridioides difficile toxin B glycohydrolase | P18177 | inhibition, % at 9.99 µM | hit rate 0.24% among 350,000 | AID 652162 | TcdB glycohydrolase enzymatic assay, plate reader; in the data active = inhibition above about 10%
Mtb BioA inh = inhibitors of Mycobacterium tuberculosis BioA enzyme | purified M. tuberculosis BioA enzyme, plate reader | inhibition, % at 9.99 µM | hit rate 0.096% among 360,000 | AID 602481; in the data active = inhibition above about 40%; inconclusive = no clear call, values can overlap the other calls
GDH-TPI counter = counter-screen for M. tuberculosis FBA inhibitors: GDH-TPI coupled enzymes; hit rate 1.2% among 360,000; GDH-TPI coupled enzyme counterscreen, NADH absorbance; inhibition, % at 4.8 µM; AID 588335; in the data active = inhibition above about 30%;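 note: 0% = DMSO wells and 100% = wells lacking the enzyme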
Y pestis TopoI = inhibitors of Yersinia pestis topoisomerase I | Y. pestis Topo-I cleavage product accumulation, plate reader | activity, % at 10 µM | hit rate 0.064% among 360,000 | AID 504884; in the data active = activity above about 50%, passing the limit was not always enough; inconclusive = no clear call, values can overlap the other calls; note: inactives centre near 2
Vc quorum ag = induces V. cholerae light production without autoinducers; hit rate 0.16% among 350,000; activation, % at 18.7 µM; AID 588436; V. cholerae BH1578 lux reporter, luminescence, 6 h; in the data active = activation mostly above about 9.7%, no sharp cut-off; inconclusive = no clear call, values can overlap the other calls; inactive = mostly below about 3.7%; note: not every result past the cut was called active; inactives centre near 0; reference of the scale not given here
FadD28 binding = inhibitors of Mycobacterium tuberculosis FadD28 bisubstrate binding; AID 588549; hit rate 0.22% among 360,000; inhibition, % at 12.5 µM; FadD28 bisubstrate probe binding, fluorescence polarization; in the data active = inhibition above about 8.5%, passing the limit was not always enough; inconclusive = no clear call, values can overlap the other calls
PfHsp40 yeast = rescue of PfHsp40-mediated yeast toxicity. S. cerevisiae expressing PfHsp40, growth rescue, ATP luminescence. growth rescue, % at 12.5 µM. hit rate 0.68% among 340,000; in the data active = growth rescue above about 28%, passing the limit was not always enough; inconclusive = no clear call, values can overlap the other calls;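 note: yeast W303a lacking pdr1 and pdr3 grown in galactose medium; growth measured after three days at 30 °C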
Mtb UGM inh = blocks M. tuberculosis UGM enzyme; purified UGM, fluorescence polarization probe displacement; inhibition, % at 10 µM; hit rate 0.06% among 320,000; in the data active = inhibition above about 10%, passing the limit was not always enough; inconclusive = no clear call, values can overlap the other calls
Target sequence (P9WIQ1 whole entry, looked up): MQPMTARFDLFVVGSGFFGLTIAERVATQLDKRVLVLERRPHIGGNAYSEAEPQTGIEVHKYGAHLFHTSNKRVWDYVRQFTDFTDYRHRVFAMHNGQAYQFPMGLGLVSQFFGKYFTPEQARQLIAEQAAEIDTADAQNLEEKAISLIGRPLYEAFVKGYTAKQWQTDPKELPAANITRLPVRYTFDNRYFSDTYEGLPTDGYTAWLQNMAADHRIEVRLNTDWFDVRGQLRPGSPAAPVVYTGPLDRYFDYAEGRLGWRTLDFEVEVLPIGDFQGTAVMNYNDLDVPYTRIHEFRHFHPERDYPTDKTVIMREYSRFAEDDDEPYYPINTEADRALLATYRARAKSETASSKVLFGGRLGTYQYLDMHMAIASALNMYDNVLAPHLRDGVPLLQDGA
Mtb FBA inh = inhibits M. tuberculosis FBA enzyme. P9WQA3. purified M. tuberculosis FBA, fluorescence read-out. inhibition, % at 1 µM. hit rate 2.3% among 360,000; in the data active = inhibition above about 27%;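 note: 0% = vehicle and 100% = reference inhibitor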
Target sequence (P9WQA3 whole entry, looked up): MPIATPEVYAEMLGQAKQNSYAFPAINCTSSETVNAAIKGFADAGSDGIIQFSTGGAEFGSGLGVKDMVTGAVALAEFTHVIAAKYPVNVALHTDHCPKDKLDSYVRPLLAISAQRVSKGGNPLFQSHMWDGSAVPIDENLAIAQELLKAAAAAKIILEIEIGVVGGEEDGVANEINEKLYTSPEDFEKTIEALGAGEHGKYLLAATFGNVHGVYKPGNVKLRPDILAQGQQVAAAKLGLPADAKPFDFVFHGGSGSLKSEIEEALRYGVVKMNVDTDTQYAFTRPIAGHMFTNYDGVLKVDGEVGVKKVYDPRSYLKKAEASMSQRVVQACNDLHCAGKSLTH
* = called active by the depositor; i = inactive; ? = inconclusive; / = not tested or not shown; & = joins results of further samples.

SMILES	PfHsp40 yeast	Y pestis TopoI	Vc quorum ag	TcdB GH inh	FadD28 binding	Mtb FBA inh	Mtb BioA inh	GDH-TPI counter	Mtb UGM inh
Clc1cccc(C2CCN(Cc3nc(CC4CC4)no3)C2)c1 (stereo unspecified)	0.1	0.5	i	3.2	-3.6	-3.4	-1.0	-4.7	-0.3
Oc1c(Cl)cc(Cl)cc1C=Nc1ccc(Br)cc1	0.0	2.8	/	0.6	0.6	4.2	-1.0	0.0	-1.7
CN1CCN(C(=O)C2CCN(c3ncc(C(F)(F)F)cc3Cl)CC2)CC1	-0.5	-1.0	0.2	1.3	0.0	0.7	/	-2.5	-2.1
CC(C)C(=O)Nc1nc2c(c(=O)[nH]1)CCCC2	-0.7	2.5	-0.5	0.0	-2.3	1.9	/	-4.4	-1.2
COc1ccc(/C=C(\C#N)C(=O)N2CCOCC2)cc1Br	-1.4	8.8	-0.7	/	-1.4	1.5	0.8	37.1*	/
COc1cc(/C=N/O)cc(Br)c1OCc1cccc(Cl)c1	157.3*	-14.0	0.1	/	-10.8	-2.8	-2.7	0.8	-4.1
CCc1sc(N)nc1-c1ccccc1	-0.7	1.3	-0.2	1.9	-1.1	-1.9	1.0	4.8	/
Cc1ccc(OCCOC(=O)c2cc(S(=O)(=O)N3CCCCC3)ccc2N2CCOCC2)cc1	1.3	9.2	-0.3	0.8	-1.6	0.3	0.0	-5.4	1.6
O=C(CCN1C(=O)c2ccccc2S1(=O)=O)Nc1ccc(F)cc1F	-0.6	-1.0	0.4	0.8	-3.0	-0.4	-0.5	0.0	0.0
CCn1cc([N+](=O)[O-])c(C(=O)N2N=C(c3cccc4ccccc34)CC2c2ccccc2O)n1 (stereo unspecified)	0.5	13.1	5.6	/	0.1	1.0	-0.9	27.3	3.3
O=C(Cn1ccc2ccccc2c1=O)NCCC(=O)Nc1ccc2c(c1)OCCO2	-0.5	2.4	i	/	-1.6	-2.9	-6.9	3.0	-2.7
COc1cccc2c(SCC(=O)N/N=C/c3ccccc3)cc(C)nc12	-0.2	6.2	-0.2	0.3	0.2	1.0	-0.9	14.0	-1.9
Cc1ccc(CN2CCCN(Cc3c(F)cccc3Cl)S2(=O)=O)cc1	-1.8	19.6	-0.6	3.6	/	-1.8	0.1	-0.7	0.4
CC(Sc1nnc(-c2ccccc2F)o1)C(=O)Nc1ccc(N2CCOCC2)cc1 (stereo unspecified)	-1.2	-3.3	-6.2	1.7	-1.2	6.2	4.2	6.3	/
COc1cc(/C=C(\C#N)C(N)=O)ccc1OS(=O)(=O)c1ccc(C)cc1	1.7	-0.2	-0.6	3.1	-3.6	-1.2	0.9	13.2	/
CCOc1ccccc1-n1nnnc1SCC(=O)NC(=O)Nc1ccc2c(c1)OCCO2	0.3	29.5	-12.5	/	0.3	2.4	/	-7.9	0.1
CCOc1ccc2nc3cc(N=Nc4ccc(N)nc4N)ccc3c(N)c2c1	-1.6	-57.8	2.0	/	24.6*	-3.0	/	11.5	/
CC(O)[C@H]1CNCCN1CCc1cc(C(F)(F)F)cc(C(F)(F)F)c1 (stereo partly specified)	1.6	-10.3	-0.4	1.2	-1.0	7.0	1.3	7.6	0.1
COc1cc(CN2CCN(C3CCC3)CC2CCO)cc(OC)c1 (stereo unspecified)	-0.7	2.1	-0.2	0.7	-4.1	-5.1	-1.3	4.9	-0.1
Nc1c(C(=O)NC2CC2)c2nc3ccccc3nc2n1-c1ccc2c(c1)OCO2	0.0	1.0	5.0	/	0.1	22.2	0.9	12.8	2.8
O=C(NCc1ccco1)c1cc(-c2cccnc2)nc2ccccc12	-0.7	4.7	-0.5	/	-0.9	1.6	1.0	19.1	-1.5
Cc1ccc(C(=O)NNC(=O)c2cc3ccccc3cc2O)cc1	-1.7	-3.2	-0.4	-0.5	-5.7	-1.6	-1.0	19.6	3.6
CN1C(=O)C(O)(CC(=O)/C=C/C=C/c2ccccc2)c2ccccc21 (stereo unspecified)	2.3	-7.9	i	/	-1.8	2.3	1.0	22.9	-5.6
Cc1ccc(NC(=O)C2CCCN2S(=O)(=O)c2cccc3cccnc23)cc1F (stereo unspecified)	-0.1	3.2	-0.1	-0.1	-2.0	1.2	1.1	-3.4	0.6
CC(C)CNC(=O)CSc1nc2scc(-c3ccccc3)c2c(=O)[nH]1	-0.9	-3.1	-0.1	-2.4	-1.8	-0.4	-1.1	-8.0	-0.1
CCN(CC)CCC(c1cc(OC)c(OC)c(OC)c1)c1c(O)cc(OC)cc1OC (stereo unspecified)	-1.0	4.4	-1.2	0.9	0.7	0.6	0.1	-2.2	0.3
NC(=O)c1ccccc1NC(=O)c1ccccc1Cl	0.5	1.7	i	-0.4	-0.2	2.9	-3.2	2.0	1.9
COc1ccccc1C(=O)NCC(=O)N/N=C/c1ccc([N+](=O)[O-])cc1	?	1.7	i	-0.2	-0.9	0.6	/	26.5	1.9
O=C(CSc1nnc(-c2ccccn2)n1Cc1ccccc1)NC1CCCC1	0.4	13.0	i	/	-0.7	1.4	0.1	3.7	0.3
CCN(CC(=O)NCc1ccc(Cl)cc1)C(=O)c1sccc1C	1.1	-0.9	i	-5.3	-3.0	-1.7	4.4	-4.4	-1.3

Record cards, from the list above:
Record of `O=C(NCc1ccco1)c1cc(-c2cccnc2)nc2ccccc12` = PfHsp40 yeast = -0.7; Y pestis TopoI = 4.7; Vc quorum ag = -0.5; TcdB GH inh = /; FadD28 binding = -0.9; Mtb FBA inh = 1.6; Mtb BioA inh = 1.0; GDH-TPI counter = 19.1; Mtb UGM inh = -1.5
Record of `COc1cc(/C=N/O)cc(Br)c1OCc1cccc(Cl)c1` = PfHsp40 yeast = 157.3*; Y pestis TopoI = -14.0; Vc quorum ag = 0.1; TcdB GH inh = /; FadD28 binding = -10.8; Mtb FBA inh = -2.8; Mtb BioA inh = -2.7; GDH-TPI counter = 0.8; Mtb UGM inh = -4.1

(further entries)
SMILES	PfHsp40 yeast	Y pestis TopoI	Vc quorum ag	TcdB GH inh	FadD28 binding	Mtb FBA inh	Mtb BioA inh	GDH-TPI counter	Mtb UGM inh
CCN(Cc1nc(-c2ccc(OC)cc2)no1)C(=O)c1ccc2c(c1)OCO2	-1.0	21.8	-0.2	0.3	0.1	-1.5	0.6	7.8	0.1
Cc1ccc(S(=O)(=O)N(CC(=O)O)Cc2ccco2)cc1	-0.5	2.2	i	0.7	-1.1	4.6	/	-2.6	1.0
COc1ccc(OC(C)C(=O)N(C)Cc2nc(-c3ccc(OC)cc3)no2)cc1 (stereo unspecified)	1.1	8.4	-0.2	2.5	0.3	-0.9	-0.6	-5.5	-0.5
COc1ccc(C(CNC(=O)CN2C(=O)NC(C)(c3ccc4ccccc4c3)C2=O)N2CCCC2)cc1 (stereo unspecified)	1.0	2.0	-2.7	-6.8	-0.7	3.4	-2.3	2.1	/
C/C(=N\O)c1ccco1	-0.7	-1.1	-0.6	1.4	-0.7	-0.6	-0.3	4.8	3.2
CC(=O)Nc1ccc(S(=O)(=O)NCCS(=O)(=O)N2CCN(c3ccccc3)CC2)cc1	0.2	-3.3	1.0	2.0	-2.5	-0.3	0.1	0.0	2.2
S=C(Nc1ccccc1Cl)N1CCN(c2ccccn2)CC1	1.1	6.0	0.9	0.7	-2.0	0.5	0.8	-2.9	-0.6
COC(C(=O)N/N=C(\C)c1ccc(C)cc1)c1ccccc1 (stereo unspecified)	-0.1	3.8	-0.2	0.3	-0.9	0.9	2.0	-4.9	2.2
Cc1ccc(/C=C/C(=O)O)cc1S(=O)(=O)N1CCc2ccccc21	1.9	6.9	i	6.7	-2.5	-0.9	/	-8.1	-0.9
COc1cccc(C(C(=O)NC2CCCCC2)N(CC2CCCO2)C(=O)CNC(=O)c2ccco2)c1 (stereo unspecified)	-1.3	6.5	-1.3	/	-0.7	-0.5	-2.2	2.2	-3.0
CCOC(=O)COc1nc(-c2ccc(Cl)cc2)cc(-c2ccco2)c1C#N	4.1	1.6	i	-2.3	-4.1	-1.4	-1.2	-2.1	-3.5
CC(C)c1nnc(NC(=O)CCC(=O)NCc2ccco2)s1	-0.3	-2.8	-7.7	/	0.8	2.5	-5.1	-3.4	-0.1
CCCCC(=O)NN(C)c1nc(-c2ccccc2)nnc1C(F)(F)F	-0.2	-1.7	8.3	/	0.1	-4.4	-4.6	4.4	-0.7
CCOc1ccc(N(CC(=O)NCCc2ccc(OC)cc2)S(C)(=O)=O)cc1	1.0	-11.3	/	0.3	-3.5	-3.5	/	-1.2	-2.0
C[C@@H]1CN([C@H](C)CO)S(=O)(=O)c2ccc(Br)cc2O[C@H]1CN(C)S(C)(=O)=O	/	-0.8	0.1	0.3&-1.4&-1.1	-0.9	0.7	0.4&-0.1&0.7	7.2	/
Cc1cc(C)c(Cn2c3ccccc3c3cnn(CC(=O)NCc4ccccn4)c(=O)c32)c(C)c1	0.1	30.7	0.3	5.4	-1.9	3.9	-0.7	12.6	0.5
CC(=O)c1ccccc1N(C(=O)c1ccco1)C(C(=O)NC1CCCC1)c1ccc(C)cc1 (stereo unspecified)	-0.2	15.9	-0.2	1.6	-0.6	-3.6	-0.1	8.9	1.3
O=C(CCN1CCN(Cc2ccccc2)CC1)NNC(=O)c1ccc(Cl)c(Cl)c1	/	3.8	-0.5	-0.4	-4.0	-2.9	-0.6	-0.9	/
CC(COc1ccccc1)OC(=O)Nc1ccccc1 (stereo unspecified)	2.4	4.9	i	0.9	-5.0	-0.4	0.2	-8.8	/
COc1ccc(C)cc1NC(=O)COC(=O)Cc1ccc(-c2ccccc2)cc1	0.1	38.7	i	/	-2.6	0.1	0.5	1.6	3.3
O=C(CNC(=O)N1CC(=O)Nc2ccccc21)NCCc1ccc(Cl)cc1	-1.3	8.7	i	0.1	-3.6	1.6	-2.6	-8.7	1.3
COc1ccc(OC)c(S(=O)(=O)N2CCCC(C(=O)NCCc3ccccc3)C2)c1 (stereo unspecified)	0.3	11.7	-1.6	-0.8	-1.9	0.7	1.2	6.5	0.4
COC(=O)c1ccccc1NC(=O)CN(C1CCCCC1)S(C)(=O)=O	-0.2	1.9	-0.3	/	-2.9	1.4	1.8	-6.2	-1.7
COc1ccc(CCNC(=O)c2cc3c(F)cccc3s2)cc1OC	3.5	11.5	-0.3	0.9	-4.5	-1.4	13.3	-0.4	-2.0
Cc1cc(Cl)c(S(=O)(=O)NCc2cccnc2)cc1OCC(=O)NC1CCCCC1	1.4	1.8	-0.6	/	0.6	-2.3	-1.0	6.2	-1.2
CCCN1CCN(CCCNC(=O)CCn2nc(-c3ccccc3)ccc2=O)CC1	1.6	5.9	0.7	1.3	-3.7	1.6	0.1	3.7	1.3
Cc1ccc(CNS(=O)(=O)c2ccc3c(c2)CCN3C(=O)C2CCC2)cc1	-0.8	14.0	-0.4	-0.8	0.1	-5.0	-2.3	-1.2	2.1
Cc1noc(C)c1COC(=O)C1COc2ccccc2O1 (stereo unspecified)	-1.9	-3.9	-0.3	/	-2.8	1.0	1.4	0.9	0.2
CCOc1ccccc1CNCCN1CCOCC1	0.1	2.4	i	/	-1.2	-1.5	-1.2	2.7	2.0
Cc1ccccc1C(=O)Nc1scc(-c2ccc(Br)cc2)c1C(=O)O	0.2	0.8	i	1.5	-6.6	8.2	-0.7	-0.8	1.3
COc1ccccc1CNC(=O)CCc1cn(C)c2ccccc12	0.3	7.5	-6.2	1.2	-2.9	6.0	-1.0	9.0	-0.3
Cc1cc(NC(=O)c2sccc2C)n(-c2nc3ccccc3[nH]2)n1	1.6	12.7	-0.1	-0.1	-10.4	2.2	-1.1	-4.8	1.1
CCc1cccc(CC)c1NC(=O)COC(=O)c1ccc2c(c1)S(=O)(=O)c1ccccc1C2=O	1.2	-5.5	-6.2	/	0.2	-0.7	/	6.9	4.3
